ZTA counter: ZTA (EBV) inhibition in EBNA-1 counter-screen. AID 2234. ZTA-DNA binding, fluorescence polarization. 320,000 tested, 0.15% active. inhibition, % at 11 µM; in the data active means inhibition above about 33%
Target sequence (P03206 whole entry, looked up): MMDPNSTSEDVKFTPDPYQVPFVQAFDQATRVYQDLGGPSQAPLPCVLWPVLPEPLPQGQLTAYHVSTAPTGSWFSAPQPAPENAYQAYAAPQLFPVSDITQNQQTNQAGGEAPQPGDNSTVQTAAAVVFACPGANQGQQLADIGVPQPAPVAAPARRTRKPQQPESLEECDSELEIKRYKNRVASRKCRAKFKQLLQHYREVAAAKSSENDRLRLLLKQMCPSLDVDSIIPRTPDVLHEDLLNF
EBNA-1 inhibitor: blocks EBNA-1 binding to DNA; EBNA-1 DNA binding, fluorescence polarization; inhibition, % at 14.8 µM; 300,000 tested, 0.34% active; in the data active means inhibition above about 28%
MCL1 BIM primary: disrupts human MCL1 binding to BIM-BH3 peptide. GST-MCL1 / FITC-Bim-BH3 fluorescence polarization. inhibition, % at 10.9 µM. 320,000 tested, 0.68% active. AID 2057;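 active means inhibition above the mean inhibition of all tested compounds plus 3 SD, set per campaign, cut at about 40% in these data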;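 further: 0% = DMSO wells and 100% = unlabeled Bim-BH3 peptide control; higher means more loss of mP so more displacement of Bim peptide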
Target sequence (Q07820 whole entry, looked up): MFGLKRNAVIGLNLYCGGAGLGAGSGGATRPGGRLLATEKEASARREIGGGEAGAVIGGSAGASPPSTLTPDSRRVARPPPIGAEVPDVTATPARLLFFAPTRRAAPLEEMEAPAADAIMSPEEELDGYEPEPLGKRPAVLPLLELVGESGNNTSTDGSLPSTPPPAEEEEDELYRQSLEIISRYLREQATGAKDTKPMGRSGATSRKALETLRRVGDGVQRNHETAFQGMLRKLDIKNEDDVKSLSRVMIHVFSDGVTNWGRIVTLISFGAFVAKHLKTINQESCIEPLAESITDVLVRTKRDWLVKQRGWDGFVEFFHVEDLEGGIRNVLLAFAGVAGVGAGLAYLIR
MEX-5 binding: C. elegans MEX-5 TCR-2 RNA binding activity; MEX-5/FITC-TCR2 RNA binding, fluorescence polarization; hits give low values; activity score (negative = inhibition of binding), % at 10 µM; 300,000 tested, 0.38% active;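 active means inhibition past about -25% in most replicates, and total fluorescence under double the plate's negative control median, limit read from the data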;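 further: 0% = DMSO and -100% = 5 µM competing unlabeled TCR2 RNA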
Fam108B counter: blocks mouse Fam108B hydrolase in RBBP9 counter-screen; recombinant Fam108B, FP-Rh probe fluorescence polarization; AID 1947; 300,000 tested, 0.33% active; inhibition, % at 9.51 µM;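 active means inhibition above the screen mean inhibition plus 3 SD, computed separately per campaign, cut at about 18% in these data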;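 further: inhibitors lower polarization as less probe binds the enzyme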
Efflux pump mplx: inhibitors of Candida antifungal efflux pumps expressed in yeast; S. cerevisiae Candida pump triplex, Nile Red efflux; inhibition, % at 10 µM; 330,000 tested, 0.44% active;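 active means plate passing quality check with inhibition over a set limit, or well fluorescence over plate mean plus 4 SD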;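 further: Nile Red retained in pooled yeast measured as flow cytometry median fluorescence; 0% = buffer negative control and 100% = Enniatin B positive control; higher means more Nile Red kept so more efflux inhibition; some compounds called inactive have numbers as strong as hits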
Bcl-xL primary: Bcl-xL (human) inhibition. AID 2129. 320,000 tested, 0.7% active. inhibition, % at 10.9 µM. GST-Bcl-xL / FITC-Bim BH3 peptide fluorescence polarization. Q07817;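 active means inhibition above the mean of all tested compounds plus 3 SD, cutoff set per campaign, cut at about 30% in these data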;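 further: 0% = DMSO wells and 100% = unlabeled Bim-BH3 peptide competitor; inhibitors lower millipolarization by displacing the labeled peptide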
Target sequence (Q07817 whole entry, looked up): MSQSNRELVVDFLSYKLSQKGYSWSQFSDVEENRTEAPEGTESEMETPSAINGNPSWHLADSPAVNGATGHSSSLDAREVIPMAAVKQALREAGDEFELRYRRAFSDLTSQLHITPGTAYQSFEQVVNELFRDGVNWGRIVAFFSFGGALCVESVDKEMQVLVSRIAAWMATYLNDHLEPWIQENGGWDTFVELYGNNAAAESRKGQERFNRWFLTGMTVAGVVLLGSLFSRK
Yeast superoxide: lowers age-related superoxide in aged yeast cells. S. cerevisiae aged cells, superoxide DHE fluorescence; hits give low values. superoxide response (% of plate mean), % at 10 µM. 330,000 tested, 0.18% active;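 active means superoxide response under a set limit, about three screen SD below normal, cut at about 65% in these data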;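 further: yeast aged for seven days with compound at 30 °C before DHE staining; 100% = average MFI of all compound-treated wells on the plate with controls excluded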
GLD-1 RNA inh: GLD-1-TGE RNA interaction inhibition (C. elegans) | purified GLD-1 + fluorescein TGE RNA, fluorescence polarization | inhibition, % at 5.96 µM | 320,000 tested, 0.44% active;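 active means percent inhibition above a per-plate cutoff, the plate mean of test compounds plus 3 SD, cut at about 30% in these data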;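 further: 0% = DMSO wells with GLD-1 and probe and 100% = wells lacking GLD-1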
Starred values were filed as active, the others as inactive; · = not tested or not shown.

The first 2 compounds (preview)
SMILES | ZTA counter | EBNA-1 inhibitor | MCL1 BIM primary | MEX-5 binding | Fam108B counter | Efflux pump mplx | Bcl-xL primary | Yeast superoxide | GLD-1 RNA inh
COc1cc(/C=N/N2CCOCC2)ccc1OC(=O)c1ccco1 | -5 | 0 | -4 | -3.4 | -2 | 0.1 | -3 | 93 | 0
CC(=O)NC(CCCNC(=S)NC1CCCCC1)C(=O)O (configuration not stated) | -3 | 3 | 8 | -2.2 | -4 | 0.1 | 4 | 106 | 6

This part in full (from the top)
SMILES | ZTA counter | EBNA-1 inhibitor | MCL1 BIM primary | MEX-5 binding | Fam108B counter | Efflux pump mplx | Bcl-xL primary | Yeast superoxide | GLD-1 RNA inh
COc1cc(/C=N/N2CCOCC2)ccc1OC(=O)c1ccco1 | -5 | 0 | -4 | -3.4 | -2 | 0.1 | -3 | 93 | 0
CC(=O)NC(CCCNC(=S)NC1CCCCC1)C(=O)O (configuration not stated) | -3 | 3 | 8 | -2.2 | -4 | 0.1 | 4 | 106 | 6
O=C(Nc1ccccn1)c1ccc([N+](=O)[O-])o1 | -6 | 1 | -2 | -0.5 | 3 | -0.1 | -2 | 80 | 4
CC(C)C1C(c2ccccc2)NC(c2ccccc2)CC1(O)c1ccc(F)cc1 (configuration not stated) | 24 | 2 | -2 | -1.0 | 0 | -0.2 | -3 | 97 | 6
COc1ccc(OC)c(-n2c(=O)c3ccccc3c3ccccc3c2=O)c1 | -6 | 7 | -21 | 0.7 | 0 | 0.6 | -6 | 113 | 0
COc1ccc(Cn2nnnc2CN(Cc2cc3cc(C)ccc3[nH]c2=O)C2CCCC2)cc1 | 2 | -7 | -2 | -8.2 | -5 | 0.1 | 3 | 117 | 9
COc1cccc(OCc2cc(C(=O)N(Cc3nccn3C)C(C)C)no2)c1 | 5 | -12 | 2 | 4.5 | 1 | 0.2 | 5 | 109 | 5
O=C(NNc1cccc(Cl)n1)c1c(Cl)cccc1Cl | 4 | 3 | 7 | 0.9 | -2 | 0.0 | 9 | 93 | 0
O=C(CCC(=O)OCc1ccc(C(=O)Oc2ccc(Cl)cc2)cc1)Nc1ccccc1 | 14 | -2 | -2 | -1.3 | 2 | 0.1 | 0 | 96 | -2
COc1ccc2ccccc2c1-c1csc(N)n1 | -18 | -4 | 8 | 1.7 | 4 | 0.1 | 6 | 114 | 1
O=C(Cc1sc(-c2ccccc2Cl)nc1-c1ccccc1)Nc1ccc(F)cc1 | -5 | 7 | 0 | -2.7 | -7 | -0.2 | 1 | 100 | -1
COc1ccc(CCNC(=O)C2CCCN(S(=O)(=O)c3cc(C)ccc3OC)C2)cc1OC (configuration not stated) | 0 | 3 | 5 | -2.1 | -2 | 0.3 | 3 | 99 | 6
O=C(O)c1ccc(/C=C2\CCCc3c2nc2ccccc2c3C(=O)O)cc1 | 12 | 3 | 0 | -3.6 | 0 | 0.0 | 5 | 106 | 1
O=C(Nc1nc(-c2ccco2)c(-c2ccco2)s1)c1cnccn1 | 17 | 11 | 102* | -0.5 | 25* | 0.2 | 33* | 115 | 14
C=CCn1c(=N)n(CC(O)COc2ccc(OC)cc2)c2ccccc21 (configuration not stated) | -5 | 2 | -3 | 0.3 | 2 | -0.2 | 0 | 95 | 0
CCN(CC)CCNC(=O)c1ccc(NC(=O)c2cn(-c3ccccc3)nc2-c2cccs2)cc1 | -37 | -10 | 1 | -1.5 | -25 | 0.0 | 1 | 95 | -206
CCCC(O)(c1ccc(Br)cc1)C(CN1CCOCC1)c1ccc(Cl)cc1 (configuration not stated) | 10 | -12 | -4 | 1.4 | 0 | 0.0 | 3 | 99 | -3
CC(C)Cn1c(N)c(C(=O)COC(=O)/C=C/c2ccccc2)c(=O)n(C)c1=O | 1 | -13 | -8 | -1.0 | -4 | 0.1 | -8 | 104 | -1
COc1ccccc1C(=O)C1CCCN(C(=O)c2cc(C(C)C)no2)C1 (configuration not stated) | 0 | -4 | 8 | · | 1 | 0.1 | 6 | 104 | -2
CCOc1ccccc1C(=O)N1CCOCC1 | -5 | -14 | 0 | -0.8 | -5 | 0.1 | -1 | 104 | -1
COc1cccc(NC(=O)C2C3C=CC4(O3)C2C(=O)N(CCCN2CCC(C)CC2)C4C(=O)NC2CCCCC2)c1 (configuration not stated) | 13 | 2 | -7 | -1.2 | 3 | 0.1 | 1 | 85 | 4
CCCCCCc1c(O)nc(SCCN2CCOCC2)[nH]c1=O | -7 | -15 | 10 | 1.3 | 4 | 0.3 | 2 | 95 | 6
CCOC(=O)C1=CC[C@@H](c2ccccc2Cl)N(S(=O)(=O)c2ccc(C)cc2)[C@H]1C(=O)OCC | 17 | · | 6 | · | · | 0.1 | 2 | 87 | 3
CC(=O)NC(CC(=O)NC1CCCCCC1)c1ccccc1 (configuration not stated) | -12 | 5 | -18 | -0.7 | 1 | -0.3 | -8 | 88 | 1
CCCS(=O)(=O)c1c(S(=O)(=O)CCC)c2ccc(C(N)=O)cn2c1C(=O)OC | 15 | 4 | -3 | -2.8 | -1 | -0.2 | 5 | 96 | -1
CCC1CCCCN1C(=O)CSC1=NN2CCCC(=O)N=C2S1 (configuration not stated) | 5 | 0 | 5 | 2.4 | -1 | 0.0 | 10 | 100 | -5
CCc1cccc(C)c1NS(=O)(=O)Cc1ccccc1 | 19 | 5 | 5 | -2.5 | 2 | -0.1 | 8 | 103 | 10
CC/C(O)=C1\C(=O)CCCC1=NCCc1c(C)[nH]c2ccc(C)cc12 | -3 | 1 | 14 | -2.9 | 0 | -0.1 | 2 | 81 | 3
CCOc1ccc(OCC)c(NC(=O)CN(c2ccc(OC)cc2)S(=O)(=O)c2c(C)noc2C)c1 | 4 | -1 | -9 | 0.3 | 5 | -0.6 | 0 | 89 | -3
COc1ccc([C@@H]2[C@@H]3C(=O)N(C(C)(C)C)C(=O)[C@@H]3[C@]3(Cc4ccc(Cl)cc4)C(=O)N(c4ccc(C)cc4)C(=O)N23)cc1 | 17 | 3 | -8 | 4.4 | -3 | 0.0 | 0 | 105 | 3
Cc1ccc2cc(CN(CC3CCCO3)S(=O)(=O)c3ccc4c(c3)OCCO4)c(=O)[nH]c2c1C (configuration not stated) | 3 | -19 | 3 | -0.6 | -3 | 0.0 | 0 | 104 | 0
COCc1nc2ccccc2n1Cc1ccccc1C | -7 | 8 | 9 | 0.2 | -1 | -0.1 | 6 | 89 | -5
Cc1ccc(C(=O)NC(=S)NNC(=O)c2ccc([N+](=O)[O-])cc2)cc1 | 6 | -5 | 11 | -1.7 | -1 | -0.2 | 6 | 130 | 5
COc1ccccc1-n1c(-c2ccccc2)n[nH]c1=S | 7 | 10 | -7 | 0.9 | 4 | -0.2 | -9 | 99 | 6
O=C(Nc1nnc(C2CCCCC2)s1)C1CC(=O)N(c2ccc(F)cc2)C1 (configuration not stated) | -9 | -17 | -5 | -1.9 | 0 | 0.2 | 1 | 97 | 6
COc1ccc(NC(=O)CN2CCN(c3ccc(C)cc3C)CC2)cc1 | 7 | -5 | 1 | 1.9 | 1 | -0.1 | 0 | 109 | 8
CCOCCCn1c(SCC(=O)NC(C)(C)C)nc2ccccc2c1=O | -7 | -10 | -26 | 0.8 | -5 | 0.2 | -16 | 102 | 4
CCC(C)Sc1nnc(Cc2cc(=O)[nH]c(=O)[nH]2)n1-c1ccc(F)cc1 (configuration not stated) | -2 | -3 | 7 | -4.9 | 0 | 0.1 | 6 | 98 | 13
CC(C)Cn1c(N)c(C(=O)COC(=O)c2cc(-c3ccco3)nc3ccccc23)c(=O)n(C)c1=O | 7 | -7 | 27 | 5.3 | 4 | 0.2 | 18 | 96 | 3
O=C(NCC(c1ccco1)N1CCc2ccccc2C1)C(=O)Nc1cc(F)ccc1F (configuration not stated) | 7 | 0 | 2 | 1.0 | -2 | 0.1 | 8 | 99 | 2
COc1ccc(C(=O)Nc2nc3ccc(S(C)(=O)=O)cc3s2)cc1 | -31 | 14 | -5 | -0.2 | -10 | 0.2 | -3 | 110 | 13
Cc1ccc(-c2cc(C)nc3nc(N)nn23)cc1 | -8 | 2 | 0 | -0.1 | 4 | 0.0 | 0 | 121 | 0
Nc1n[nH]c(=S)n1-c1ccc(Cl)cc1 | -15 | -10 | 1 | -0.7 | 0 | 0.0 | -3 | 103 | 3
CCOC(=O)c1ccc(N=Cc2c(O)c3ccccc3oc2=O)cc1 | 11 | -6 | -2 | -0.6 | 1 | 0.1 | -6 | 88 | 15
CC1CCN(C2(O)C(=O)Nc3ccc(Cl)cc32)CC1 (configuration not stated) | 5 | 13 | 3 | -2.0 | 2 | 0.1 | -1 | 99 | 4
CCN(CCC(=O)Nc1ccc(Br)c(C)c1)Cc1ccccc1 | 11 | 8 | 3 | 0.4 | 7 | 0.0 | 6 | 83 | 3
Cc1c(Cl)cccc1NC(=O)Cn1c(CCC(=O)O)ccc1-c1ccc(Cl)cc1 | -1 | 3 | 0 | 1.7 | 2 | 0.0 | 10 | 102 | 6
Cc1nc2ccccc2cc1OCc1ccc(F)cc1 | 3 | 0 | -2 | -0.6 | -6 | 0.1 | -2 | 105 | -3
COc1ccc(SN=C2C(C)=CC(=O)C=C2C)cc1 | 6 | -4 | 1 | 0.1 | 0 | 0.1 | 3 | 94 | -4
O=C(Cc1cccc2ccccc12)Nc1ccc(-c2cc3ccccc3oc2=O)cc1 | 5 | 29* | -11 | 1.4 | -2 | 0.0 | -9 | 98 | -22
COc1cccc(NC(=O)COc2ccc(C)cc2)c1 | -7 | -6 | -9 | · | -4 | 0.2 | -4 | 100 | -5
O=S(=O)(NCc1cccnc1)c1cccs1 | -15 | -5 | 12 | -1.5 | 2 | -0.2 | 9 | 89 | 10
Cc1ccc2nc(SCC(=O)c3ccc4c(c3)NC(=O)CO4)[nH]c2c1 | 8 | 0 | -19 | 0.6 | -8 | 0.2 | -13 | 103 | 4
CCOc1ccc(S(=O)(=O)Nc2ccccn2)c2ccccc12 | 7 | 1 | 6 | 1.4 | -5 | -0.1 | 5 | 103 | 9
CCCN(CCC)CCCNS(=O)(=O)c1ccc2c(c1)oc(=O)n2C | -2 | -3 | 7 | -1.0 | -1 | 0.0 | 3 | 101 | 7
CCOC(=O)c1cc2c(ccn2C)n1CC(=O)N1CCC(Cc2ccccc2)CC1 | -11 | 11 | 2 | 1.8 | 7 | -0.1 | 8 | 87 | 27
Cc1cc(C)n(-c2ccc(C(=O)Nc3nnc(C4CC4)s3)cc2)n1 | -5 | -19 | 2 | 0.0 | 0 | 0.0 | 4 | 84 | 6
COc1ccc(-n2c(=O)[nH]cc(C(=O)Nc3ccc4c(c3)OCCO4)c2=O)cc1OC | 10 | 11 | 6 | 3.1 | 1 | 0.0 | 1 | 105 | 0
COc1ccc(C(C(=O)NCC2CCCO2)N(C(=O)CNC(=O)c2cccs2)c2ccc(NC(C)=O)cc2)cc1OC (configuration not stated) | -16 | 11 | 2 | -1.4 | 3 | -0.1 | 4 | 94 | 2
Cc1cccc(C(=O)Nc2ccc(C(=O)N/N=C/c3cccc(C)n3)cc2)c1 | 0 | -10 | -5 | -2.4 | -4 | 0.0 | -2 | 115 | -11
Cc1cc(NC(=O)C2CCCCC2C(=O)O)ccc1NC(=O)c1ccccc1 (configuration not stated) | 0 | 5 | 10 | -1.0 | 12 | -1.0 | 3 | · | 2
S=C(NCCc1ccccc1)N1CCN(C(c2ccccc2)c2ccccc2)CC1 | -5 | 1 | 5 | -0.1 | -9 | 0.0 | 2 | 117 | -1
Nc1c(-c2ccccc2)c(CSc2nc3ccccc3[nH]2)nn1-c1cccc(Cl)c1 | 6 | 5 | 8 | 3.1 | -10 | -0.1 | 1 | 131 | -5

Compound activity as filed in PubChem BioAssay.

Compounds were not picked by outcome (roughly 2.3% active in at least one column).
